PrPC TRFRET: inhibitors of human cell surface prion protein PrPC, primary screen, cell-based, TR-FRET; TR-FRET read-out; inhibition, % at 13.8 µM; hit rate 0.43% among 370,000; in the data active means inhibition above about 24%; further: 0% = median of the test wells and 100% = reference compound wells
BioA inh: M. tuberculosis BioA enzyme inhibitors, primary screen, biochemical, plate reader, single point, HTS | inhibition, % at 9.99 µM | 7,8-diaminopelargonic acid synthase BioA (Mycobacterium tuberculosis) | purified M. tuberculosis BioA enzyme | hit rate 0.096% among 360,000; in the data active means inhibition above about 40%; inconclusive means no clear call, values can overlap the other calls
BoNT A protease: BoNT/A light chain protease inhibitors, primary screen, biochemical, flow cytometry, MLPCN library; hit rate 0.17% among 360,000; multiplex microsphere protease substrate cleavage; Botulinum neurotoxin type A light chain protease (Clostridium botulinum A str. ATCC 3502); inhibition, % at 10 µM; in the data active means inhibition above about 30%; inconclusive means no clear call, values can overlap the other calls; further: plate controls were buffer without enzyme for full effect and enzyme alone for no effect
FBA Mtb inh: Mtb FBA enzyme inhibitors, primary screen, biochemical, fluorescence, strain H37Rv; purified M. tuberculosis FBA, fluorescence read-out; inhibition, % at 1 µM; hit rate 2.3% among 360,000; AID 588726, 2011; in the data active means inhibition above about 27%;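 further: 0% = vehicle and 100% = reference inhibitor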
Target sequence (P9WQA3 whole entry, looked up): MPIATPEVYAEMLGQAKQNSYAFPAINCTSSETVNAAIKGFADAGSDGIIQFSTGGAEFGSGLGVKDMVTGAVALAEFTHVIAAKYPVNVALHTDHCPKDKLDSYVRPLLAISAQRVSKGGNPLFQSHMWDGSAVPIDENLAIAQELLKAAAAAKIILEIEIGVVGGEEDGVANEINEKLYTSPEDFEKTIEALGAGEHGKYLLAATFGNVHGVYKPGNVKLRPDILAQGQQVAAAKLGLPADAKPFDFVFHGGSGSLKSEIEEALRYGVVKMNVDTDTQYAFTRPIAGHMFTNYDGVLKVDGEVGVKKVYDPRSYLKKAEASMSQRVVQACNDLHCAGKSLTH
CCHF vOTU inh: CCHFV vOTU protease inhibitors, primary screen, biochemical, Pep-AMC substrate, fluorescence; Crimean-Congo hemorrhagic fever virus L polyprotein viral ovarian tumor (vOTU) protease …; inhibition, % at 11.5 µM; hit rate 0.55% among 370,000; AID 651958, 2012; further: 0% = vehicle wells with enzyme and 100% = no enzyme wells
FadD28 binding: inhibitors of FadD28 bisubstrate probe binding, primary screen, biochemical, fluorescence polarization, single point; AID 588549, 2011; Mycobacterium tuberculosis FadD28 fatty-acid-AMP ligase; hit rate 0.22% among 360,000; inhibition, % at 12.5 µM; in the data active means inhibition above about 8.5%, passing the limit was not always enough; inconclusive means no clear call, values can overlap the other calls
GDH-TPI counter: GDH-TPI coupling enzyme inhibitors, primary screen, artefact control for M. tuberculosis FBA inhibitor project, biochemical, absorbance, full deck; hit rate 1.2% among 360,000; inhibition, % at 4.8 µM; AID 588335, 2011; GDH-TPI coupled enzyme counterscreen, NADH absorbance;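 further: 0% = DMSO wells and 100% = wells lacking the enzyme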
UGM FP inh: M. tuberculosis UGM enzyme inhibitors, primary screen, biochemical, fluorescence polarization, single point; UDP-galactopyranose mutase (Mycobacterium tuberculosis (strain ATCC 25618 / H37Rv)), …; purified UGM, fluorescence polarization probe displacement; inhibition, % at 10 µM; hit rate 0.06% among 320,000; AID 504406, 2011; in the data active means inhibition above about 10%, passing the limit was not always enough; inconclusive means no clear call, values can overlap the other calls
Target sequence (P9WIQ1 whole entry, looked up): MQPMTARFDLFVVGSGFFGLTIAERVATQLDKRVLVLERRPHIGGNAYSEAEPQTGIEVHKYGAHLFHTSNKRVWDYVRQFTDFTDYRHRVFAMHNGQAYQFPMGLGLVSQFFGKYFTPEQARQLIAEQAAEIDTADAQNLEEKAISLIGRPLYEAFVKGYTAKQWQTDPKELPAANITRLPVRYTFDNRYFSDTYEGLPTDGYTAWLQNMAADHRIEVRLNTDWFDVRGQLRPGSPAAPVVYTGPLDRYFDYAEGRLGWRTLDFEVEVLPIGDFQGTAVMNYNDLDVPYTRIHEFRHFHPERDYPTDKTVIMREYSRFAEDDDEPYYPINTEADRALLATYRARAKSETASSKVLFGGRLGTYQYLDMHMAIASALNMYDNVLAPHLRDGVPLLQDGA
BoNT F protease: BoNT/F light chain protease inhibitors, primary screen, biochemical, flow cytometry, MLPCN library; Botulinum neurotoxin type F light chain protease (Clostridium botulinum); Multiplex microsphere protease cleavage assay; inhibition, % at 10 µM; hit rate 0.22% among 360,000; AID 588497, 2011; in the data active means inhibition above about 35%, passing the limit was not always enough; inconclusive means no clear call, values can overlap the other calls; further: plate controls were buffer without enzyme for full effect and enzyme alone for no effect
The depositor's hits bear a star; ? = inconclusive; / = not tested or not shown. Unless noted, no stated cut-off is given here; in the data, active means inhibition above about 30%; inactive means the rest.

SMILES	PrPC TRFRET	BioA inh	BoNT A protease	FBA Mtb inh	CCHF vOTU inh	FadD28 binding	GDH-TPI counter	UGM FP inh	BoNT F protease
COCCn1c(SCC(=O)c2ccc3c(c2)OCCO3)nnc1-c1ccco1	1.3	1.4	-0.1	-1.0	-1.0	-1.7	6.8	1.0	-5.6
C/C(=N\NC(=O)c1ccc(NS(=O)(=O)c2cccs2)cc1)c1ccc2c(c1)OCO2	-1.9	/	-0.7	0.5	10.0	-1.2	13.9	-1.0	3.9
CCc1ccc(NC(=O)CCS(=O)(=O)c2ccc(Br)cc2)cc1	7.8	0.8	0.9	-0.5	-10.5	0.7	-5.5	-3.0	30.2
CCOc1ccc2nc(NC(=O)CCn3cccc3)sc2c1	0.9	-0.2	-1.0	-0.1	0.2	-2.4	-9.1	4.1	-16.9
FC(F)Oc1ccccc1NC(=S)NCc1ccco1	-2.8	-0.4	-0.1	-0.7	-0.9	-3.8	-0.6	-0.9	-2.9
Cc1ccc(CC(=O)c2ccc(Cl)cc2)cc1	10.3	-1.4	0.3	1.2	1.0	-0.7	13.2	1.3	-5.6
C[C@@H]1CC[C@@]2(NC1)O[C@H]1C[C@H]3[C@@H]4CC=C5C[C@@H](O)CC[C@]5(C)[C@H]4CC[C@]3(C)[C@H]1[C@@H]2C	/	-0.6	1.8	-0.8	/	-1.3	4.4	5.3	-3.4
O=C(Nc1cccs1)Nc1ccc(F)cc1F	13.9	/	0.0	-0.5	9.0	-0.7	-1.8	-1.2	0.9
Cc1ccc(-c2ccc(C)c(N)c2C)c(C)c1N	2.0	/	0.1	6.0	4.7	1.3	4.5	-2.7	-0.7
Cc1cc(N2CCCC2)ccc1/C=C1/C(=O)N(C)C(=S)N1C	-3.1	-1.7	6.6	-1.2	11.6	-1.5	-1.3	-13.0	-2.3
Cn1ccnc1SCC(=O)Nc1cccc([N+](=O)[O-])c1	-22.6	1.2	-0.9	-0.7	12.2	0.2	3.1	1.1	4.3
COc1ccccc1N1CCN(CC(=O)Nc2nc(C)c(C(=O)N(C)C)s2)CC1	2.5	3.9	1.2	0.3	3.2	0.7	7.4	0.0	?
Cc1ccc(CC2S/C(=C(/C#N)C(=O)NCc3ccco3)N(c3ccccc3)C2=O)cc1 (stereo not drawn)	2.8	-3.1	0.3	1.7	17.9	-1.0	27.1	4.8	-12.3
COc1ccccc1CC(=O)Nc1ccc2c(c1)C(=O)NC2=O	8.3	/	0.5	0.5	-9.6	-0.1	7.0	0.5	3.0
COC(=O)c1ccc2nc(-c3ccccc3)c(Cc3ccc(OC)cc3C)n2c1	-5.7	/	6.6	/	0.6	/	/	/	-16.3
Cc1ccc(F)c(S(=O)(=O)NC(=O)C2(C)CCN2C(=O)c2ccccc2)c1 (stereo not drawn)	-6.0	-1.5	-0.3	-1.4	-17.6	-2.5	4.0	/	4.9
COc1ccc(F)cc1S(=O)(=O)NC1CCCCCC1	-3.9	0.6	0.5	5.4	3.8	0.0	14.7	2.1	-12.6
O=C(Nc1ccc2nc(-c3ccc(Br)o3)[nH]c2c1)c1cccs1	0.8	4.8	0.3	0.8	10.4	-7.2	32.5*	2.1	0.6
O=C(Nc1nccs1)c1cnc2sccn2c1=O	-5.7	-0.6	0.5	0.5	7.4	-0.1	44.8*	/	2.1
COC(=O)C1CCN(CC(=O)Nc2ccc3c(c2)OCCO3)CC1	1.5	-0.5	0.6	-0.6	-0.3	-1.4	10.2	-0.2	-0.7
O=C(Cc1ccc(NC(=O)C2CCCN(C(=O)C3CC3)C2)cc1)Nc1cccc(C(=O)N2CCCCC2)c1 (stereo not drawn)	-1.5	-0.3	-0.4	3.4	9.3	-0.6	-8.2	/	-4.9
CSc1nc(-c2ccccc2)cn1-c1ccc(NC(C)=O)cc1	5.5	/	-0.6	-2.2	-15.8	-0.2	2.7	-0.1	-5.5
CC1CCN(C(=O)c2[nH]cnc2C(=O)N[C@@H](C)C(=O)OC(C)(C)C)CC1	-0.8	-0.3	0.0	0.6	-0.2	-2.3	7.7	0.8	-3.2
COc1ccc(NC(=O)CN2C(=O)NC3(CCCCC3C)C2=O)cc1OC (stereo not drawn)	0.5	1.2	0.1	0.9	-8.7	-2.2	3.9	3.0	-5.1
COc1cccc(-c2ocnc2C(=O)Nc2ccc3c(c2)CCC3)c1	-4.8	-0.7	-2.1	1.0	3.2	-2.8	7.2	2.2	2.7
CCN(C[C@H]1N[C@@](Cc2ccccc2)(C(=O)OC)[C@H]2C(=O)N(Cc3ccccc3)C(=O)[C@@H]12)C(=O)c1ccc(F)cc1	8.3	-0.1	0.3	2.5	8.5	0.4	2.1	/	2.8
Cc1cc(C)c2c(=O)n3c(nc2c1)C(Cc1ccccc1)NC(=O)c1cc2ccccc2cc1-3 (stereo not drawn)	6.4	-1.1	-0.2	0.5	2.3	-2.8	14.7	/	2.4
CCCCNC(=O)c1onc(CSc2ccc(F)cc2)c1C(=O)NCCCC	2.5	3.0	-0.5	0.3	4.0	0.2	3.1	2.8	-4.5
COC(=O)[C@@]1(Sc2ccc(C)cc2)CC(=O)N(C(=O)c2ccccc2)[C@@H]1c1ccccc1	-1.7	/	-0.3	/	8.0	/	/	/	-2.3
Cc1nc2nc3c(cn2n1)C(=O)CC(c1ccccc1)C3 (stereo not drawn)	-2.3	/	-1.8	-1.5	-1.1	-1.4	14.4	/	-9.7
CC(=O)c1cc2c(cc1NC(=O)CSc1nc3ccccc3o1)OCO2	2.6	-1.7	-0.5	2.2	3.9	-1.5	2.3	-0.4	-4.4
COc1cc2c(c(OC)c1OC)C(=O)CC2	5.7	/	-2.3	0.9	2.1	-3.3	9.6	0.4	-12.3
CCOCCn1c(CC)nc2ccccc21	0.4	-1.7	-3.6	-0.3	-12.5	-0.2	11.0	-0.6	-10.0
CCOc1ccc(OCCC(=O)OC(C)C(=O)Nc2ccc(Cl)cn2)cc1 (stereo not drawn)	1.0	0.8	/	5.4	9.4	-0.3	1.8	/	/
CCCNc1nc2c(c(=O)n(C)c(=O)n2C)n1Cc1ccc(F)cc1	15.8	0.6	-0.8	-0.9	-0.3	0.4	7.5	1.1	-8.9
CC(Oc1cccc2cccnc12)C(=O)N/N=C/c1ccccc1 (stereo not drawn)	-2.0	1.4	-0.3	-1.8	8.7	-2.1	-2.6	-1.7	-7.3
COc1ccccc1CC(=O)Nc1ccc(S(=O)(=O)N(C)C2CCN(C)CC2)cc1	-9.4	0.9	0.4	-1.1	-3.5	0.0	-0.5	2.8	-6.9
O=C(COC(=O)c1ccc(OC(F)F)cc1)Nc1cccc(S(=O)(=O)NC2=NCCC2)c1	-3.9	-9.6	-0.5	5.7	-4.9	0.1	-2.5	2.5	5.1
COc1ccc(C(=O)Cc2cc(OC)c(OC)cc2[N+](=O)[O-])c(OC)c1	-0.8	0.4	0.5	-0.5	5.2	-3.1	18.0	0.3	0.3
O=C(NCCO)C(=O)Nc1cc2c3c(c1)CCN3C(=O)CC2	10.5	-2.4	1.8	-1.0	4.7	-1.0	7.9	-2.6	4.9
C#CCOCCOCCOCCNc1nc(N2CCN(C(=O)[C@H](CO)n3cc([C@@H](N)C(C)C)nn3)CC2)nc(N2CCN(C(=O)[C@H](CCC(=O)O)n3cc([C@@H](N)[C@H](C)CC)nn3)CC2)n1	-3.3	0.1	-0.1	2.2	-5.2	0.3	1.0	0.8	-1.2
CNC(=O)C1CC(=O)N(CCc2ccc(OC)cc2)C(=Nc2ccc(OC)cc2)S1 (stereo not drawn)	-0.2	2.2	-0.4	-4.2	-9.3	-5.1	8.0	2.4	0.1
Cc1ccc(NC(=S)NCCN(C2CCCCC2)C2CCCC2)cc1C	14.5	-1.6	0.3	-3.3	2.9	-3.3	5.3	-3.4	-2.4
O=C(CN(Cc1ccc(F)cc1)C(=O)CNS(=O)(=O)c1ccc(F)cc1)NCC1CCCO1 (stereo not drawn)	-4.8	-1.5	0.2	0.5	12.5	-4.3	-10.3	2.1	30.3
COc1cccc(C(=O)OCCCN(C)C)c1	-0.7	/	0.0	0.7	-4.2	1.4	11.7	1.6	0.8

Among those listed so far, these have a furan ring, fused or not:
SMILES	PrPC TRFRET	BioA inh	BoNT A protease	FBA Mtb inh	CCHF vOTU inh	FadD28 binding	GDH-TPI counter	UGM FP inh	BoNT F protease
COCCn1c(SCC(=O)c2ccc3c(c2)OCCO3)nnc1-c1ccco1	1.3	1.4	-0.1	-1.0	-1.0	-1.7	6.8	1.0	-5.6
FC(F)Oc1ccccc1NC(=S)NCc1ccco1	-2.8	-0.4	-0.1	-0.7	-0.9	-3.8	-0.6	-0.9	-2.9
Cc1ccc(CC2S/C(=C(/C#N)C(=O)NCc3ccco3)N(c3ccccc3)C2=O)cc1 (stereo not drawn)	2.8	-3.1	0.3	1.7	17.9	-1.0	27.1	4.8	-12.3
O=C(Nc1ccc2nc(-c3ccc(Br)o3)[nH]c2c1)c1cccs1	0.8	4.8	0.3	0.8	10.4	-7.2	32.5*	2.1	0.6

(next part)
SMILES	PrPC TRFRET	BioA inh	BoNT A protease	FBA Mtb inh	CCHF vOTU inh	FadD28 binding	GDH-TPI counter	UGM FP inh	BoNT F protease
COCc1n[nH]c(=S)n1-c1ccccc1	-8.6	-0.1	0.3	1.1	4.2	-2.0	4.3	-1.2	9.4
CC1CCCN(CCC(=O)c2ccc(Br)cc2)C1 (stereo not drawn)	-1.5	0.1	-0.4	4.5	0.0	-1.8	2.5	-1.5	-0.2
O=C1C2CC=CCC2C(=O)N1c1ccc(OCC(O)Cn2nnc3ccccc32)cc1 (stereo not drawn)	0.0	0.6	-5.1	-0.9	-1.6	-1.4	-8.2	1.6	-8.8
CN(CC(=O)Nc1ccc(Cl)c(C(F)(F)F)c1)C(=O)Cc1n[nH]c(=O)c2ccccc12	20.8	1.4	0.0	-0.7	16.0	-4.6	0.0	1.8	-0.1
COC(=O)C1(C)CCC(C(=O)Nc2ccccc2)C1(C)C (stereo not drawn)	-7.2	/	/	2.5	7.7	-1.8	14.2	2.1	/
CCCCC1(CC)COP(=O)(OCC(Cl)(Cl)Cl)OC1 (stereo not drawn)	3.5	-0.4	-0.8	0.3	10.2	-0.9	5.1	/	-3.5
Cc1cccc(CCNC(=O)C2CCC(CNS(=O)(=O)c3cccs3)CC2)c1 (stereo not drawn)	4.8	-2.5	-0.2	-1.0	10.1	-2.8	13.4	-3.8	-8.6
Cc1noc(C)c1COc1ccc(C(=O)N2CCN(S(=O)(=O)c3ccc(F)cc3)CC2)cc1	-6.6	-4.0	0.1	1.1	0.6	-4.2	-1.3	/	-6.6
NNC(=O)c1oc2nc(-c3ccc(Cl)cc3)cc(-c3ccccc3)c2c1N	-8.8	-0.9	0.1	6.5	-8.2	1.1	11.8	0.1	-59.0
Cc1csc(NC(=O)CN2C(=O)c3ccccc3S2(=O)=O)n1	-1.7	-2.8	-34.8	1.5	-14.8	-2.1	8.9	1.5	-67.3
Cc1cc(C(=O)N2CCC(C)(C(=O)NS(=O)(=O)C3CC3)C2)n(C(C)(C)C)n1 (stereo not drawn)	-0.6	-1.0	0.1	-1.2	-8.8	0.6	11.9	/	-0.2
N#Cc1c(NC(=O)C2CC(c3c(F)cccc3Cl)=NO2)sc2c1CCC2 (stereo not drawn)	5.1	/	-0.8	2.0	19.9	-0.9	6.3	-2.0	-2.2
Cc1c(C)n2c(SCC(=O)N3CCCCC3)nnc2[nH]c1=O	-1.6	/	0.3	0.7	-8.6	-3.7	-9.1	-1.6	4.8

Screens: PubChem, several laboratories
